RXFP1 ag = RXFP1 (human) receptor agonism | Q9HBX9 | HEK293T-RXFP1 cAMP TR-FRET, 30 min; response scale: percent of porcine relaxin response, buffer zero | Potency, µM (titrated, usually from 57.5 µM), without a hit: at the top dose activation, actives largely listed as activators | 0.3% of 370,000 active | AID 2676; also: potency is read from the fitted curve at half-maximal effect; % is scaled to controls: 0 for no effect and ±100 for the full control effect; nearly all actives have a fitted effect of over 60% in size; many of its hits are not listed in these tables
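HEK293T cells stably expressing RXFP1 were pretreated with the PDE4 inhibitor Ro 20174, exposed to compounds for 30 min at 37C, lysed, and cAMP was read by TR-FRET. Data normalized to buffer (basal) and 29 nM porcine relaxin (100%).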
Vif-A3F inh = blocks the Vif interaction with APOBEC3F | HeLa A3F-eYFP + Vif (tagged APOBEC3F with the HIV-1 protein that degrades it), YFP fluorescence increase | AID 602313 | 0.2% of 390,000 active | Potency, µM (top dose mostly 46.1 µM), without a hit: at the top dose activity, negative = active; also: potency is read from the fitted curve at half-maximal effect; % of control where 0% means no effect; nearly all actives have a fitted effect of over 65% in size
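HeLa cells stably expressing A3F-eYFP plus Vif, plated and incubated overnight at 37 deg C, then exposed to compounds overnight at 37 deg C. Blocked degradation read as raised yellow fluorescence (Ex 488/Em 500-530).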
D1 antagonist = antagonists of human D1 dopamine receptor; P21728; HEK293 TREx D1 cells, calcium flux, dopamine EC80; active compounds read low; activity change, negative = inhibition, % at 10 µM; 3.2% of 360,000 active; AID 504652; in the data active = activity change below about -30%; also: % is scaled to controls: 0 for no effect and ±100 for the full control effect
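Tetracycline-induced HEK293 Trex D1 cells, force-coupled to calcium, dye-loaded; compounds added and read 180 s, then EC80 dopamine added and calcium flux tracked kinetically another 180 s.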
Glioma ERSR ind = induces the endoplasmic reticulum stress response in human glioma cells; U87-MG GRP78 promoter luciferase reporter, 16 h; Potency, µM, for inactives: top-dose activation, hits mostly activators; 0.02% of 420,000 active; AID 602332; also: potency is read from the fitted curve at half-maximal effect; series mostly up to about 76 µM; % of control where 0% means no effect; nearly all actives have a fitted effect of over 35% in size
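ERSR induction read as luciferase luminescence (Bright-Glo, 10 min at room temperature) in stably transfected human U87-MG glioma cells exposed to compounds for 16 h, using GRP78 as sensor.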
D1 potentiator = enhances dopamine response at the human D1 receptor. HEK293 TREx D1 cells, calcium flux, dopamine EC20 potentiation. 0.036% of 360,000 active. potentiation, % at 10 µM. AID 504651. P21728; in the data active = potentiation above about 30%; also: 0% is about no effect
LDHA block = blocks human lactate dehydrogenase A. P00338. AID 1347041. purified LDHA, NADH/diaphorase-resazurin fluorescence; active compounds read low. 0.15% of 480,000 active. activity change, % (values are at about 110 or 230 µM); in the data active = activity change below about -30%; inconclusive = mostly about -25% to -30%;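 also: plate controls were DMSO wells for no effect and wells without enzyme for full effect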
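LDH5 2 nM; NADH 0.06 mM, pyruvate 0.2 mM; 200 mM Tris pH 7.4, EDTA, Tween-20; 5 min RT. Detection: diaphorase 0.133 mg/mL + resazurin 37 µM, fluorescence ex540/em590 at 0 and 20 min; normalized to enzyme-free and DMSO wells.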
D1 agonist = activates the human D1 dopamine receptor. P21728. HEK293 T-REx D1 cells, calcium flux, agonist mode. activation, % at 2 µM. 1% of 360,000 active; in the data active = activation above about 30%; also: 0% is about no effect
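Tetracycline-induced HEK293 TREx D1 cells, force-coupled to calcium signalling, were dye-loaded with a no-wash calcium kit. Compound was pin-added after a 10 s baseline. Fluorescence was read kinetically at 1 cycle/s for 180 s, with calcium rises flagged as agonism.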
Vif-APOBEC3G blk = inhibitors of Vif-APOBEC3G interaction | HeLa A3G-eYFP + Vif (tagged APOBEC3G with the HIV-1 protein that degrades it), YFP fluorescence, overnight | 0.076% of 410,000 active | Q9HC16 | Potency, µM (doses to about 46.1 µM), inactives show at the top dose activity, negative = active, hits mostly inhibitors;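 also: potency is read from the fitted curve at half-maximal effect; % is scaled to controls: 0 for no effect and ±100 for the full control effect; nearly all actives have a fitted effect of over 60% in size; hits raise eYFP signal because A3G escapes Vif-driven loss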
Target sequence (Q9HC16 whole entry, looked up): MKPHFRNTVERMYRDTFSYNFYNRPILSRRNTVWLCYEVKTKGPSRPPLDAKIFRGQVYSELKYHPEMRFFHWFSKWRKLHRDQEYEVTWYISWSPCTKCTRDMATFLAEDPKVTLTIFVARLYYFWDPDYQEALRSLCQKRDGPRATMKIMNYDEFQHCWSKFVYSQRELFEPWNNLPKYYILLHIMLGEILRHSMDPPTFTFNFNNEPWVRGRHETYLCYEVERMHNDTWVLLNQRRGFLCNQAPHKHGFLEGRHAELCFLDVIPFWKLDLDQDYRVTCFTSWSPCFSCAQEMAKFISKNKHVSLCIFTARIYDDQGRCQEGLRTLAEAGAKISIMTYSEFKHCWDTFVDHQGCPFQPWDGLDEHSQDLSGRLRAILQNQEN
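Read-out is eYFP fluorescence (Ex 488/Em 500-530) from Vif-expressing HeLa A3G-eYFP cells; more signal means A3G escaped Vif-mediated degradation. Cells plated overnight, compound pinned in, incubated overnight at 37 deg C.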
D2 PAM = positively modulates the human D2 dopamine receptor allosterically | HEK293 T-REx D2, calcium flux, EC20 dopamine potentiation | P14416 | potentiation, % at 10 µM | 0.34% of 340,000 active;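 active = potentiation over 3 SD above the plate norm, cut at about 30% in these data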; also: 0% is about no effect
Target sequence (P14416 whole entry, looked up): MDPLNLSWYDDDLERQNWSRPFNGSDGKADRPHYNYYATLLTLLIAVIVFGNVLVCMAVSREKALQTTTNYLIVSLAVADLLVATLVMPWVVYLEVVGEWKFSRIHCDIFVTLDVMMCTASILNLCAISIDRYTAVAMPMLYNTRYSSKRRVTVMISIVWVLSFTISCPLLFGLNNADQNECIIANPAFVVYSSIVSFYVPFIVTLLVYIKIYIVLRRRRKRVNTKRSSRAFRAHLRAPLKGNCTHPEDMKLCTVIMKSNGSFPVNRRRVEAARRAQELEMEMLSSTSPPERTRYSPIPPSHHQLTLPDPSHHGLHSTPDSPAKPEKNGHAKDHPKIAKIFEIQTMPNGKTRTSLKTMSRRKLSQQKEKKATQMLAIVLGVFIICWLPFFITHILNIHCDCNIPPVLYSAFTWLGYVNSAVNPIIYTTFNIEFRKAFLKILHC
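Tetracycline-induced Hek293 Trex D2 cells, force-coupled to calcium, loaded with no-wash calcium dye. Compound added with 180 s kinetic read for agonism, then EC20 dopamine and a further 180 s read for potentiation.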
Numbers without * were called inactive; ? = inconclusive; / = not tested or not shown; & = joins results of further samples. Unless noted, calls follow the shape of the dose curve; as a rule, active = well fitted curve in the direction sought with a large enough effect; inconclusive = small, poorly fitted or top-dose-only effect, or another doubt; inactive = no such curve, though single readings can be large; an effect the other way counts as inactive or inconclusive.

SMILES	D1 antagonist	Vif-A3F inh	D1 agonist	Vif-APOBEC3G blk	Glioma ERSR ind	RXFP1 ag	LDHA block	D1 potentiator	D2 PAM
CCN(C(=O)CSc1nnc(-c2ccccc2Cl)n1N)c1c(N)n(Cc2ccccc2)c(=O)[nH]c1=O	/	5%	/	1%	-1%	/	-5	/	/
C=CC(=O)NCCCc1cc(C(C)(C)C)c(O)c(C(C)(C)C)c1	5	2%	0	-4%	-3%	-1.1%	-5	-4	/
NC(=O)C1CCN(C(=O)Cn2c(-c3cccs3)cc3ccccc32)CC1	1	-5%	0	-1%	-3%	2.7%	3	-3	-14
CCCCN(C)c1nnc(NC(=O)Nc2cccc(C(C)=O)c2)s1	-24	4%	9	0%	-3%	0.3%	0	-2	-3
CCC(c1nnnn1Cc1ccco1)N1CCC(C(N)=O)CC1 (stereo not drawn)	2	-4%	3	2%	-6%	0.1%	-1	-2	-5
CCCN(C(=O)CCOc1ccc(C(C)(C)C)cc1)c1c(N)n(Cc2ccccc2)c(=O)[nH]c1=O	-50*	-11%	3	-2%	-3%	-0.1%	-11	-11	4
CC(C)NC(=O)[C@]1(C)CCC[C@@]2(C)C3CC[C@@]4(C)C[C@]3(CCC21)CC4=O (stereo partly drawn)	/	8%	-2	8%	1%	-0.5%	-18	-2	6
CC/C(C)=N/N1C(=O)c2ccccc2NC1(C)CC (stereo not drawn)	-4	-6%	1	0%	-2%	2.0%	-6	-3	-3
NC(=S)N/N=C/c1ncc(C(F)(F)F)cc1Cl	3	-16%	31*	?	?	3.4%	4	-2	-2
CNC(=O)c1cc2cc(OC)ccc2n1CCN(Cc1ccccc1)Cc1ccccc1	1	-3%	5	0%	-5%	5.5%	2	-6	2

Some entries already given, limited to Vif-A3F inh and D1 antagonist.
Molecule	Vif-A3F inh	D1 antagonist
CCCCN(C)c1nnc(NC(=O)Nc2cccc(C(C)=O)c2)s1	4%	-24
CCC(c1nnnn1Cc1ccco1)N1CCC(C(N)=O)CC1 (stereo not drawn)	-4%	2

Carrying on:
SMILES	D1 antagonist	Vif-A3F inh	D1 agonist	Vif-APOBEC3G blk	Glioma ERSR ind	RXFP1 ag	LDHA block	D1 potentiator	D2 PAM
CCOC(=O)c1nnn(CC(=O)Nc2cccc(OC)c2)c1C(=O)OCC	-8	4%	5	-1%	-4%	2.2%	0	-3	4
COC(=O)Nc1ccc(S(=O)(=O)NC2CCS(=O)(=O)C2)cc1 (stereo not drawn)	-2	-2%	1	-2%	-4%	0.0%	-3	2	-6
CN(C)S(=O)(=O)c1ccc(-c2cn3ccccc3n2)cc1	13	-4%	2	1%	3%	17%	-3	0	18
O=C(NNC(=S)NC1CCCCC1)c1ccc(Cl)s1	/	-25%	3	3%	1%	-1.5%	-9	-3	-1
O=c1c(-c2ccc(F)cc2)coc2c3c(ccc12)OCCO3	11	-1%	0	1%	7%	0.8%	-4	6	0
CCOc1ccc(Nc2nc(Nc3ccc(OCC)cc3)nc(N3CCOCC3)n2)cc1	-6	6%	1	4%	-2%	3.7%	-8	-2	-7
O=C(OCc1cn([C@H]2CN(C(=O)C3CCCCC3)[C@@H](c3ccc(Cl)cc3)C[C@@H]2O)nn1)c1ccccc1	/	-17%	/	-1%	-3%	/	-1	/	/
CCOc1ccc(C2OCCC(C)O2)cc1OC (stereo not drawn)	/	-1%	/	1%	-2%	/	2	/	/
COc1ccccc1-c1nc(SCC(=O)Nc2ccc(C)c(C)c2)n[nH]1	-2	-3%	1	1%	-5%	1.1%	-2	-8	2
CC(=O)C1=C(c2cccc([N+](=O)[O-])c2)N(C(C)=O)n2c(nnc2-c2ccc(C)cc2)S1	/	-12%	6	0%	-2%	3.9%	3	-2	-4

Following part
SMILES	D1 antagonist	Vif-A3F inh	D1 agonist	Vif-APOBEC3G blk	Glioma ERSR ind	RXFP1 ag	LDHA block	D1 potentiator	D2 PAM
COc1ccc(-c2cc(C#N)nc(NN)n2)cc1	-8	-2%	5	-8%	-3%	-1.3%	-2	-1	6
Cc1ccc(Cl)cc1N1CCN(C(=O)COc2cc(=O)n(C)c3ccccc23)CC1	-1	-1%	2	-8%	-7%	-0.8%	2	-4	1
CCc1ccc(C(=O)OCC(=O)N2CCCCCC2)cc1	-13	-5%	1	1%	0%	2.3%	-9	-2	-3
Cc1ccc(NC(=O)c2ccc(=O)n(CC(=O)Nc3ccccc3)n2)cc1	-6&7	-13%&1%	3&2	2%&5%	-6%&-1%	1.3%&-0.7%	-4&-4	9&-2	4&2
CCOc1ccc(NC(=O)COc2ccc(C(=O)NCCc3ccccc3)cc2)cc1	7	5%	2	-1%	-6%	0.9%	-7	7	0
Cc1ccc(Sc2c(C#N)c(-c3ccccc3)nn2C)cc1	2	-9%	10	-30%	-1%	2.9%	1	0	0
COCCCn1c(SCc2ccc(OC)cc2)nc2cc(OC)c(OC)cc2c1=N	4	2%	0	-2%	-2%	?	-5	-5	/
COc1ccc(OC2CCN(S(=O)(=O)c3cccc(F)c3)CC2)cc1	-1&-5	4%&-9%	6&18	-1%&1%	0%&-4%	-1.7%&-3.0%	-1&2	-8&0	4&6
CCOC(=O)CC(NC(=O)c1cc2cccc(OC)c2oc1=O)c1cccc([N+](=O)[O-])c1 (stereo not drawn)	2	8%	0	-3%	1%	2.9%	9	4	11
COc1ccccc1-c1noc(-c2cccnc2)n1	-2	6%	2	-4%	-3%	0.0%	-5	-3	/

More structures.
SMILES	D1 antagonist	Vif-A3F inh	D1 agonist	Vif-APOBEC3G blk	Glioma ERSR ind	RXFP1 ag	LDHA block	D1 potentiator	D2 PAM
CCOc1cc(NS(C)(=O)=O)c(OCC)cc1NC(=O)c1cccs1	-12	-7%	4	-4%	?	2.4%	5	-4	-2
Cc1ccc(/C=C/C(=O)Nc2ccc(S(=O)(=O)Nc3cc(C)nc(C)n3)cc2)cc1	-24	-2%	-2	-5%	1%	-0.9%	-3	-2	6
COCCNC(=O)c1cnn(-c2ccc(C)cc2C)c1C1CCN(C(=O)OC(C)(C)C)CC1	4	0%	1	2%	-1%	4.5%	0	0	-6
CCCCCC(=O)NC(=S)Nc1ccc(Br)cc1C	2	-1%	3	-4%	3%	0.7%	-5	-8	11
CC(C)n1c(=O)c2oc3ccccc3c2n(CC(=O)Nc2ccccc2Cl)c1=O	17	1%	6	-3%	-5%	7.4%	0	1	-8
Cc1ccccc1-n1c(SCC(=O)N2CCC(C(=O)O)CC2)nnc1-c1ccncc1	-8	-1%	3	0%	2%	0.1%	-1	-1	12
CCNc1ccc(S(=O)(=O)N(C)C)cc1NCC(=O)Nc1ccc(F)c(Cl)c1	4	7%	5	1%	-2%	0.7%	5	-5	-5
COc1cccc(CNC(=O)c2ccc3c(c2)nc2n3CCC(C)C2)c1 (stereo not drawn)	4	0%	-1	5%	-2%	10%	-3	0	11
CC(CNC(=O)c1ccc(CSc2nc3ccncc3n2Cc2cccc(F)c2)cc1)c1ccccc1 (stereo not drawn)	-5	-3%	15	3%	6%	4.1%	-1	-7	-4
CN(C)c1ccc(CN(C(=O)c2cc3ccccc3oc2=O)C2CCS(=O)(=O)C2)cc1 (stereo not drawn)	-9	2%	0	2%	1%	-0.3%	3	1	-2

More structures:
SMILES	D1 antagonist	Vif-A3F inh	D1 agonist	Vif-APOBEC3G blk	Glioma ERSR ind	RXFP1 ag	LDHA block	D1 potentiator	D2 PAM
COc1cccc(N/C(=N/C(=S)Nc2ccc(C)cc2C)Nc2nc(C)cc(C)n2)c1	-61*	5%	9	-7%	-1%	3.7%	-3	-4	6
COc1ccc(-c2cc(C(=O)OCC(=O)N3CCCC3)c3ccccc3n2)cc1	1	-1%	0	-6%	-3%	-1.0%	-6	-4	-7
Cc1ccn(CCNC(=O)C2CCC(=O)N(CCc3ccc(Cl)cc3)C2)n1 (stereo not drawn)	-6	2%	2	1%	0%	-2.6%	1	-9	35*
COc1ccc(-c2cc(C)no2)cc1S(=O)(=O)N1CCOc2ccc(Cl)cc21	-7&-11	?	2&12	0%&0%	-1%&-3%	0.8%&-0.2%	-2&-3	0&-2	1&1
CC[C@@]1(C(=O)OC)N[C@H](CN(C)S(=O)(=O)c2ccc(-c3ccccc3)cc2)[C@@H]2C(=O)N(C)C(=O)[C@@H]21	/	-1%	/	-6%	-4%	/	-1	/	/
O=C(CCc1nc2ccccc2s1)Nc1cccnc1	-1	0%	5	-14%	4%	3.2%	1	-2	1
CCCCn1c(N)c(N(CC(C)C)C(=O)Cn2c(=O)cnc3ccccc32)c(=O)[nH]c1=O	-2	3%	5	-7%	-3%	2.4%	-3	-1	-9
COC(=O)c1ccc(C(=O)OC)c(NC(=O)CSc2nnc(-c3ccccc3Cl)o2)c1	/	3%	/	-11%	5%	/	-3	/	/
COc1cc(/C=N/NC(=O)c2ccc3nc[nH]c3c2)ccc1O	-3	1%	1	-4%	-1%	-1.4%	-3	6	18
CCOC(=O)Cc1csc(NC(=O)c2ccc(S(=O)(=O)N3CCCCC3)cc2)n1	-8	-4%	8	4%	-3%	1.4%	-3	-3	0

(next part)
SMILES	D1 antagonist	Vif-A3F inh	D1 agonist	Vif-APOBEC3G blk	Glioma ERSR ind	RXFP1 ag	LDHA block	D1 potentiator	D2 PAM
COc1ccccc1NS(=O)(=O)c1cc(N)ccc1N1CCCCC1	-13	5%	1	-1%	2%	4.6%	3	5	13
CC(=O)c1ccc(NC(=O)C2CCC(CNS(=O)(=O)c3ccc4c(c3)CCCC(=O)N4)CC2)cc1 (stereo not drawn)	-8	-2%	2	1%	0%	-0.1%	-1	2	-7
O=C(c1ccccc1)c1sc(N2CCOCC2)nc1-c1ccccc1	17	-18%	2	-13%	-2%	9.3%	-3	-7	10
CCN(CC(=O)Nc1ccc2c(c1)OCCO2)S(=O)(=O)c1ccc(F)cc1	3	?	1	4%	-3%	-3.2%	-11	-3	7
CCOC(=O)c1cccc(NC(=O)CN(c2ccc(C)cc2)S(=O)(=O)c2c(C)noc2C)c1	-19	-7%	12	3%	-1%	0.5%	1	-4	9
COc1ccc(NC(=O)CSC2CC(=O)N(c3ccc4c(c3)OCCO4)C2=O)cc1 (stereo not drawn)	-9	-4%	3	1%	-3%	3.3%	-9	-7	2

Assay outcomes (PubChem BioAssay)

These rows are one share of the data; count on the stated rates, not on these rows.
